TNF necrop inh: inhibitors of TNF-alpha triggered necroptosis, primary screen, cell-based, Jurkat FADD-/-, single concentration; Jurkat FADD-/- TNF necroptosis rescue, ATP luminescence, 24 h; 0 = TNF only, 100 = no-TNF cells; activation (protection from cell death), % at 10 µM; 220,000 compounds, 0.068% hits; AID 463075, 2010;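 active means activation, meaning protection from cell death, of at least 50% relative to plate controls; inactive means activation below 50%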;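 further: necroptosis triggered by 40 ng/mL TNF-alpha added together with compound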
Hck Nef HTS: inhibitors of Nef-activated human Hck kinase, primary screen, biochemical, Z-Lyte FRET, 384-well, Hck-YEEI; Tyrosine-protein kinase HCK (Homo sapiens), P08631; Recombinant Hck-YEEI plus Nef, Z-Lyte FRET kinase assay; inhibition, % at 20 µM; 220,000 compounds, 0.68% hits;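 active means Hck-Nef kinase inhibition above about 50%, limit read from the data; inactive means inhibition below that limit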;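 further: 0% = DMSO with Hck plus Nef and 100% = Hck alone without Nef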
FXIIa inh: human FXIIa protease inhibitors, primary screen, biochemical, 1536-well; Coagulation factor XII (Homo sapiens), P00748; inhibition, % at 5 µM; purified FXIIa, Boc-QGR-AMC fluorogenic substrate, 2 h; 220,000 compounds, 0.3% hits; in the data active means inhibition above about 40%;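 further: 0% = enzyme with no compound and 100% = blank without enzyme; many of its hits are not listed in these tables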
L929 necroptosis: inhibitors of zVAD-triggered necroptosis, primary screen, L929 cells | 220,000 compounds, 0.38% hits | viability rescue, % at 10 µM | L929 zVAD necroptosis rescue, ATP luminescence, 24 h; with zVAD 60 µM;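 active means activation, scaled between plate controls, above about 75%, limit read from the data; inactive means activation under that limit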;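 further: 0% = zVAD with DMSO and 100% = DMSO alone without zVAD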
KLK5 inh: human KLK5 protease inhibitors, primary screen, biochemical, 1536-well; recombinant hK5, fluorogenic AMC substrate cleavage; Kallikrein-5 (Homo sapiens), Q9Y337; inhibition, % at 5 µM; AID 873, 2007; 210,000 compounds, 0.59% hits;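 active means inhibition of 40% or more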;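 further: 0% = enzyme controls without compound and 100% = no-enzyme blanks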
FXIa inh 1536: human FXIa protease inhibitors, primary screen, biochemical, 1536-well; Coagulation factor XI (Homo sapiens), P03951; purified FXIa, Boc-Glu-Ala-Arg-AMC fluorogenic substrate; inhibition, % at 5 µM; 220,000 compounds, 0.14% hits; AID 798, 2007;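 active means inhibition of at least 40%; inactive means inhibition below 40%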;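 further: fluorescence of freed AMC excited at 355 nm; 0% = enzyme without compound and 100% = no enzyme blank; many of its hits are not listed in these tables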
Rad51 HR inh: human RAD51 strand exchange inhibitors, primary screen, biochemical, fluorescence; DNA repair protein RAD51 homolog 1 (Homo sapiens), Q06609; hRad51 DNA strand exchange, fluorescence dequenching; inhibition, % at 10 µM; 200,000 compounds, 0.085% hits; AID 1385, 2008;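 active means inhibition above 40% at the single screening dose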;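 further: 0% = DMSO control wells and 100% = blanks with heterologous ssDNA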
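Test system – preformed human Rad51 ssDNA filaments · Reagent – Donor/quencher-labelled 47-bp dsDNA substrate · Incubation – 37 °C 15-min filament assembly, 30-min compound preincubation, 15-min exchange · Signal – FRET fluorescence dequenching, excitation 485 nm, emission 520 nm · Read-out – percent inhibition from fluorescence, normalised to plate control and blank means · Benchmarks – plate control and blank wells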
KCC2 mod: KCC2 cotransporter modulators, thallium flux, primary screen, cell-based, HEK293 KCC2, FluoZin-2 fluorescence, MLSMR; B-score of Tl+ flux slope (higher = more flux/activation; lower = inhibition) at 10 µM; KCC2 cells, thallium flux FluoZin-2 fluorescence; 190,000 compounds, 2.2% hits; Solute carrier family 12 member 5 (Homo sapiens), Q9H2X9;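 active means thallium flux slope and its plate-corrected score both differing from the plate sample mean at a set confidence after two filtering rounds, in either direction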;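 further: slope of fluorescence scaled to starting intensity during 10 to 20 s after thallium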
Target sequence (Q9H2X9 whole entry, looked up): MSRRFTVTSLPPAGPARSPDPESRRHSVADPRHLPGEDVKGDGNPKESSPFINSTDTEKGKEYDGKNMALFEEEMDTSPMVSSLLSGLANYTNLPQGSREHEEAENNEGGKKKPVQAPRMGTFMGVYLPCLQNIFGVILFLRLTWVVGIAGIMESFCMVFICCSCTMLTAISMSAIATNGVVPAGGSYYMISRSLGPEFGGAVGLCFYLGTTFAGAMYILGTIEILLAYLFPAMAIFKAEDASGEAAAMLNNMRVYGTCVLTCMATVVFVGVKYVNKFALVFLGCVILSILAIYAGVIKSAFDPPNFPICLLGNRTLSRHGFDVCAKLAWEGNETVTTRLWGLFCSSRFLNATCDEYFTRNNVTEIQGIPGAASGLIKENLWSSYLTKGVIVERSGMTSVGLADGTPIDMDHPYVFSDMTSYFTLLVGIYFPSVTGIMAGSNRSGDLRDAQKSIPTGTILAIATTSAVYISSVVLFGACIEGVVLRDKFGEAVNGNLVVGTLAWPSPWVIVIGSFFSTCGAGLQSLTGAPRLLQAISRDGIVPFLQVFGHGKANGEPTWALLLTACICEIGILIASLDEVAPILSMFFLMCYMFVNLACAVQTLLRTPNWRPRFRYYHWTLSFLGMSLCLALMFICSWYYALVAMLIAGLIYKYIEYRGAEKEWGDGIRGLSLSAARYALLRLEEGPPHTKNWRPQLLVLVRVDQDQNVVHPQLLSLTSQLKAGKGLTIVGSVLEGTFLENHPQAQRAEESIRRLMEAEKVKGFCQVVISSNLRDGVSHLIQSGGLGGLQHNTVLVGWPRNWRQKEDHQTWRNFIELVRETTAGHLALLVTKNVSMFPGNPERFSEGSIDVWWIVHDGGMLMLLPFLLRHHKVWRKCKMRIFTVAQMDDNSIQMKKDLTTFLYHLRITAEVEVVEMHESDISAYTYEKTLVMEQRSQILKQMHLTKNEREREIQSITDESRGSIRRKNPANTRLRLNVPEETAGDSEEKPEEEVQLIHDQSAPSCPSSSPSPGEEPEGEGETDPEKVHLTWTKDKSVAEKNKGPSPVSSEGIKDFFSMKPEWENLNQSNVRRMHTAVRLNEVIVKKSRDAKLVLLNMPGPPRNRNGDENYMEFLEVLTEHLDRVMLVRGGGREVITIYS
Thrombin inh: human alpha-thrombin inhibitors, primary screen, counter-screen for coagulation protease inhibitor project, biochemical, 1536-well, fluorogenic AMC substrate; Boc-VPR-AMC fluorogenic substrate cleavage; 220,000 compounds, 0.26% hits; Prothrombin (Homo sapiens), P00734; AID 1046, 2008; inhibition, % at 5 µM;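 active means inhibition at or above 40%; inactive means inhibition below 40%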;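 further: 0% = enzyme with no compound and 100% = wells without enzyme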
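Assay system: human alpha-thrombin enzyme. Reagent: Boc-VPR-AMC substrate, 15 µM final. Compound dosing: one concentration per compound, 5 µM, with 0.2% DMSO. Incubation: room-temperature reaction. Technique: AMC fluorescence, 355/460 nm. Measure: % inhibition relative to enzyme controls and enzyme-free blanks.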
Starred values were filed as active, the others as inactive; nt = not tested or not shown. An excerpt; rates above refer to the full screens.

SMILES	TNF necrop inh	Hck Nef HTS	FXIIa inh	L929 necroptosis	KLK5 inh	FXIa inh 1536	Rad51 HR inh	KCC2 mod	Thrombin inh
Cn1c(N2CCOCC2)nc2c1c(=O)n(Cc1ccc(Cl)cc1)c(=O)n2C	-1.3	9	nt	-0.2	nt	nt	2	0.14	nt
COc1cc(C(=O)Oc2ccccc2/C=N/NC(=O)c2ccc(C)c(Cl)c2)cc(OC)c1OC	-6.6	3	11	62	-5	-1	7	0.52	-13
O=C(Nc1ccc(Cl)cc1)NC1CCCC1Cc1ccco1 (stereo not drawn)	0.6	0	14	-0.2	-6	1	-3	-2	-2
CCOCCCNC(=O)c1c(-c2ccccc2)noc1C	-2.0	1	27	-0.5	-3	17	8	-0.36	-3
O=C1CC(/C=C/c2ccccc2)(C(=O)NC2CCCC2)N1c1ccc(S(=O)(=O)N2CCCC2)cc1 (stereo not drawn)	6.0	2	16	1.4	-6	6	nt	-0.47	0
CCC(=O)Nc1ccc(C(=O)CSc2nnc(-c3ccc(NS(C)(=O)=O)cc3)n2C)cc1OC	2.5	2	5	0.2	-10	7	6	0.53	-4
O=C(CS(=O)c1ccccc1[N+](=O)[O-])Oc1ccc(Br)cc1 (stereo not drawn)	-0.6	8	6	-0.8	nt	-2	nt	0.18	1
CS(=O)(=O)N(CC(=O)NCc1ccc2c(c1)OCO2)c1ccccc1	1.5	1	-6	-0.3	5	-5	-7	0.46	-3
Cc1ccc(NC(=O)CSc2nnc(-c3cccs3)o2)cc1S(=O)(=O)N(C)C	0.1	4	2	0.6	nt	-1	nt	0.026	-3
Cc1c(NC(=O)COC(=O)C(c2ccc(Cl)cc2)C(C)C)c(=O)n(-c2ccccc2)n1C (stereo not drawn)	-0.8	2	6	-0.4	14	1	5	-0.062	-6
COc1ccc(/C=N/n2c(C)cc(C)cc2=O)cc1	-0.4	10	33	-2.6	34	44*	-7	0.1	20
Cc1ccc(C)n1-c1ccc(C(=O)N/N=C/c2ccncc2)cc1	-1.5	-13	nt	0.2	-4	4	11	1.4	-4
COc1ccc(OC(=O)C2CC(=O)N(c3ccc(C)cc3)C2)cc1 (stereo not drawn)	-0.4	19	-2	5.0	-2	-5	2	-1.5	-3
CSc1nc(C)cc(SCCO)n1	0.6	-1	26	0.7	-4	23	1	nt	-6
CN(C(=O)COC(=O)c1ccccc1SCC(=O)NC1CCCCCCC1)C1CCS(=O)(=O)C1 (stereo not drawn)	2.1	3	8	0.4	-12	2	-6	0.69	-11

A draw from above in order of formula weight, largest number first.
SMILES	TNF necrop inh	Hck Nef HTS	FXIIa inh	L929 necroptosis	KLK5 inh	FXIa inh 1536	Rad51 HR inh	KCC2 mod	Thrombin inh
CCC(=O)Nc1ccc(C(=O)CSc2nnc(-c3ccc(NS(C)(=O)=O)cc3)n2C)cc1OC	2.5	2	5	0.2	-10	7	6	0.53	-4
Cc1ccc(NC(=O)CSc2nnc(-c3cccs3)o2)cc1S(=O)(=O)N(C)C	0.1	4	2	0.6	nt	-1	nt	0.026	-3
Cc1ccc(C)n1-c1ccc(C(=O)N/N=C/c2ccncc2)cc1	-1.5	-13	nt	0.2	-4	4	11	1.4	-4

Next part
SMILES	TNF necrop inh	Hck Nef HTS	FXIIa inh	L929 necroptosis	KLK5 inh	FXIa inh 1536	Rad51 HR inh	KCC2 mod	Thrombin inh
Cc1ccc(N(CC(=O)O)S(C)(=O)=O)cc1Cl	-0.9	0	17	-0.2	-5	3	-16	0.53	3
COc1cc(/C=N\NC(=O)CN2CCOCC2)ccc1OCC(=O)Nc1ccc(C)c(C)c1	-4.6	0	0	1.3	2	-4	2	0.23	-1
O=C1CNC(=O)N1CC(=O)N1CCCc2ccccc21	0.3	1	8	0.3	-9	-1	1	0.4	1
CN(C)S(=O)(=O)c1ccc(S(=O)(=O)N2CCN(CCC#N)CC2)cc1	0.5	-5	10	-0.1	2	3	-1	-0.33	1
Cn1c(C(=O)NCCN2CCOCC2)cc2sccc21	0.1	-1	-8	-0.2	-2	-6	-3	nt	-14
COc1cc(OC)cc(C(=O)OCC(=O)Nc2ccc(F)cc2F)c1	1.9	20	4	0.3	-2	-5	-8	0.54	-22
CCCCNC(=O)Nc1nc2ccc(CC)cc2s1	8.1	21	2	78*	-5	-5	0	0.77	7
CC(CC(=O)Nc1cccc(Cl)c1)c1ccccc1 (stereo not drawn)	1.6	1	14	0.7	-6	3	27	-0.67	0
CC1=N/C(=C/c2ccco2)C(=O)O1	0.0	58*	-3	1.8	-31	1	9	1.6	4
COc1ccc(NC(=O)CNC(=O)Cn2c(C)cc3ccccc3c2=O)cc1OC	-2.2	28	3	-1.2	12	16	-1	0.17	-2
O=c1c2ccccc2ncn1CCCSc1ccccc1	5.1	4	9	0.0	3	-5	-8	-1.6	-1
O=C(NCCNC(=O)C1CC2CCC1C2)C1CC2CCC1C2 (stereo not drawn)	2.7	-1	6	0.9	1	5	-4	-0.42	-3
Cc1cc(=O)n2c3ccccc3n(CC(O)CN3CCN(Cc4ccccc4)CC3)c2c1C#N (stereo not drawn)	-13	17	11	-0.1	-1	-1	nt	-2	-11
N/C(=N\OC(=O)c1ccco1)c1ccccc1	-2.4	4	13	0.9	-10	8	-4	nt	2
Oc1ccc(C=Nc2ccc(N3CCOCC3)cc2)c(O)c1	-1.0	-6	13	-0.4	-3	1	nt	-3.1	-1
Cc1cccc(NC(=O)CN2C(=S)NC(C)(C)CC2C)c1C (stereo not drawn)	2.2	3	8	-0.4	-17	6	-4	1.3	1
N/C(=N\O)c1ccc(Cl)cc1Cl	3.7	17	10	1.7	5	0	-5	-0.52	2
CCOC(=O)COn1c(=O)c(-c2ccc(OC)c(OC)c2)[n+]([O-])c2ccccc21	-3.1	4	9	-0.5	13	4	-1	-0.26	-3
Cc1c(C#N)c(O)n(CCO)c(=O)c1N=Nc1ccc2c(c1)COC2=O	-5.4	4	9	20	4	5	-13	-0.49	1
Cc1ccc(C(=O)NCc2ccc3c(c2)OCO3)cc1S(=O)(=O)N1CCOCC1	1.2	7	16	0.2	-6	1	4	0.54	17
CC(=O)Nc1cccc(NC(=S)Nc2ccc(F)c(Cl)c2)c1	2.2	-18	2	0.5	nt	-4	nt	-0.5	-4
CCCOc1cccc(C(=O)NC(=S)Nc2cccc(C(F)(F)F)c2)c1	0.0	-17	5	-1.1	-2	-1	-5	11*	1
CCOCC(=O)Nc1cc(OC)c(Cl)cc1OC	1.9	7	-18	-0.7	5	-5	1	-0.36	-3
Cc1ccc(C(=O)NNC(=O)c2ccc(SCC3CCCO3)c([N+](=O)[O-])c2)cc1 (stereo not drawn)	0.0	0	-2	0.1	7	5	3	-3	-14
O=C(Nc1cccc(S(=O)(=O)N2CCOCC2)c1)c1ccc(N2CCOCC2)c([N+](=O)[O-])c1	-0.1	1	11	2.1	-6	1	3	5.3	-7
CC(Nc1[nH]c(=O)n(C)c(=O)c1N=O)c1ccccc1 (stereo not drawn)	0.0	26	2	2.3	-3	-3	-6	-2.4	-11
O=C(CCSCc1ccccc1F)NCc1cccnc1	0.2	-21	10	0.6	-16	-2	7	-0.014	7
Cc1ccccc1C(=O)NCC(=O)Nc1ccccc1C(F)(F)F	0.6	-5	nt	-0.1	1	1	5	1.2	-1
CCCOc1cc(N(CC)CC)ccc1/C=C(/C#N)c1nc2ccc(C)cc2[nH]1	1.8	-9	15	1.9	2	5	-445	-0.83	1
CCOC(=O)c1cc(-c2ccccc2)n(CCC(=O)NC(C)CC)c1C (stereo not drawn)	-2.6	-2	13	-0.2	-6	6	1	0.26	1

Just Hck Nef HTS and FXIa inh 1536, for some of the entries so far:
mol | Hck Nef HTS | FXIa inh 1536
CCOC(=O)COn1c(=O)c(-c2ccc(OC)c(OC)c2)[n+]([O-])c2ccccc21 | 4 | 4
CCCOc1cc(N(CC)CC)ccc1/C=C(/C#N)c1nc2ccc(C)cc2[nH]1 | -9 | 5
CC(=O)Nc1cccc(NC(=S)Nc2ccc(F)c(Cl)c2)c1 | -18 | -4
O=C(CCSCc1ccccc1F)NCc1cccnc1 | -21 | -2
CCOCC(=O)Nc1cc(OC)c(Cl)cc1OC | 7 | -5

Further entries follow.
SMILES	TNF necrop inh	Hck Nef HTS	FXIIa inh	L929 necroptosis	KLK5 inh	FXIa inh 1536	Rad51 HR inh	KCC2 mod	Thrombin inh
O=C(NCc1ccccn1)c1ccc(Cl)cc1Cl	-0.9	9	16	-1.0	1	3	-1	0.65	5
O=C(CCN1C(=O)C2C3C=CC(C3)C2C1=O)Nc1nccs1 (stereo not drawn)	0.3	2	17	0.4	-27	-1	16	nt	1
Cn1c(N)c(C(=O)COC(=O)CCC2CCCC2)c(=O)n(C)c1=O	1.0	26	7	0.6	9	-1	13	nt	4
COc1ccc2nc(N(CCN(C)C)C(=O)/C=C/c3cccs3)sc2c1	15	9	6	56	1	-3	12	-1.2	-2
COCCNC(=O)[C@H](CSCc1ccccc1)N1Cc2ccccc2C1=O	0.0	22	13	-0.9	0	2	9	-0.38	4
Nc1nc(SCC(=O)N2CCc3ccccc32)[nH]c(=O)c1-c1ccccc1	-1.8	1	3	-0.9	2	3	8	nt	-2
CC(=O)Nc1ccc(S(=O)(=O)N(C)CC(=O)OCC(=O)c2cc(C)n(-c3ccc4c(c3)OCO4)c2C)cc1	1.6	4	8	0.9	-5	6	1	0.25	-3
COc1ccc(S(=O)(=O)N(CC(=O)NC2CC2)c2ccc(C)cc2)cc1	-0.7	-6	28	0.2	nt	15	nt	-0.47	8
COc1ccc(Cn2nnnc2CN2CCCCCC2)cc1	0.0	0	7	-0.7	-8	-3	28	0.015	2
O=C(CSc1nnc(NC(=O)c2c(F)cccc2F)s1)Nc1ccc(F)cc1	1.0	19	0	0.1	-11	-5	7	0.65	-14
Cc1cc(NCc2ccccc2)nc(N2CCOCC2)n1	-0.4	2	9	0.5	-8	-2	6	0.29	1
O=C(Nc1nncs1)c1cccc(S(=O)(=O)N2CCOCC2)c1	0.4	-2	-19	-0.6	-13	-5	0	nt	-12
Cc1ccc(N2C(=O)[C@@H]3C(C(=O)CN4C(=O)c5ccccc5C4=O)=NN[C@@H]3C2=O)c(C)c1	0.3	14	3	0.6	2	-2	nt	0.41	-13
